APJ antag: blocks the human apelin receptor APJ; AID 2521; inhibition, % at 20 µM; CHO-K1 APJ beta-arrestin complementation, luminescence; P35414; actives 0.32% (n = 330,000);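 active means inhibition above about 40% at 20 µM, limit read from the data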;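 further: cells challenged with 10 nM apelin-13 agonist together with compound; plate controls were apelin-13 plus DMSO wells for no effect and DMSO wells lacking apelin-13 for full effect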
Target sequence (P35414 whole entry, looked up): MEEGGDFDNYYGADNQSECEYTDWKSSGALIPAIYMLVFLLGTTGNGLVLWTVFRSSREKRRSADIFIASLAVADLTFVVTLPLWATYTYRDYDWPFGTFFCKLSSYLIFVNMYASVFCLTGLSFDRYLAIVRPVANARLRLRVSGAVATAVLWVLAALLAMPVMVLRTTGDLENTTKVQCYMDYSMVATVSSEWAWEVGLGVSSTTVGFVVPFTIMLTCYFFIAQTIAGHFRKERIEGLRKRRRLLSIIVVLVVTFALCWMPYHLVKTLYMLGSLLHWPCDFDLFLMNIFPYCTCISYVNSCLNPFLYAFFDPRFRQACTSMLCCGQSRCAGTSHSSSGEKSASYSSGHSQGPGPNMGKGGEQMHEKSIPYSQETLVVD
Mdm2-MdmX inh: human Mdm2/MdmX binding inhibition; SaOS-2 split-luciferase Mdm2/MdmX complementation, luminescence; inhibition, % at 8 µM; actives 3% (n = 330,000); AID 485346;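 active means inhibition of at least 50% at 8 µM in the primary screen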
EBI2 block: antagonists of human EBI2 receptor; P32249; EBI2 beta-arrestin recruitment, luminescence, 7a,25-OHC stimulated; inhibition, % at 5 µM; actives 0.81% (n = 360,000); AID 651636; in the data active means inhibition above about 38%;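 further: enzyme fragment complementation signal reports receptor beta-arrestin coupling in cells; 0% = agonist plus DMSO wells and 100% = wells without agonist; some results beyond the cut were filed as inactive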
Target sequence (P32249 whole entry, looked up, the tested form may be a part): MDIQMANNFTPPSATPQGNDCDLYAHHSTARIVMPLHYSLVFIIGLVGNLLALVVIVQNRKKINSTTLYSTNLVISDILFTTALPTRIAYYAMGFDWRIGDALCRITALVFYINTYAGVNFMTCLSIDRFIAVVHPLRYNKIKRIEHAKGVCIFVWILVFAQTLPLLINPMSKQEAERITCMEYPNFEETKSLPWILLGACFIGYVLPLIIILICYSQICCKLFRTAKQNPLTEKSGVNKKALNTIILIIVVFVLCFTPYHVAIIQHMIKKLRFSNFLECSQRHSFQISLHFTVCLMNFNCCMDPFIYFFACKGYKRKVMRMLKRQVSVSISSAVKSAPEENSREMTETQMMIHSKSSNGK
CXCR6 block: CXCR6 (human) receptor inhibition | O00574 | CHO-K1 PathHunter CXCR6 beta-arrestin, luminescence | inhibition, % at 20 µM | actives 0.36% (n = 360,000); in the data active means inhibition above about 34%, passing the limit was not always enough;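 further: antagonist mode with CXCL16 agonist at 10 nM final; 0% = 10 nM CXCL16 with DMSO and 100% = unstimulated wells without agonist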
Target sequence (O00574 whole entry, looked up): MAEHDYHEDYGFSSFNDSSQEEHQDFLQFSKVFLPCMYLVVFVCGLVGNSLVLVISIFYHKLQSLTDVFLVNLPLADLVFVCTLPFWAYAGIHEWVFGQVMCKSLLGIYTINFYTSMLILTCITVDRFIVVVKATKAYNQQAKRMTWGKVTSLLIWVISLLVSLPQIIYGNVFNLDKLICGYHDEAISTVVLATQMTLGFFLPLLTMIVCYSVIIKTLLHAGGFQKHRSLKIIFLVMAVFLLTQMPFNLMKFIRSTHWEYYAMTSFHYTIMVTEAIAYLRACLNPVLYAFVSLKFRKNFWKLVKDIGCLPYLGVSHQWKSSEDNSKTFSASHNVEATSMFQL
XBP1 UPR activ: activators of adaptive arm of unfolded protein response (XBP1); actives 0.33% (n = 330,000); activation, % at 20 µM; CHO-XBP1 luciferase reporter, IRE1-XBP1 UPR activation, luminescence; percent of tunicamycin response, DMSO as zero; AID 463104;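 active means versus positive control, 20 µM dose yields 30% or more activation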;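 further: 100% = tunicamycin at 10 µg/mL and 0% = DMSO only wells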
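Assay system: IRE1-XBP1 luciferase reporter CHO line. Input: 1000 cells/well. Buffer or medium: F12 with 10% serum. Doses: 20 µM, 1% DMSO. Times: overnight seeding at 37 °C, 6 h compound treatment at 37 °C. Technique: Steady-Glo luciferase glow luminescence, 10 min after reagent addition.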
CHOP UPR activ: apoptotic UPR (CHOP) activation; actives 0.34% (n = 330,000); CHO-CHOP luciferase reporter, luminescence; percent of tunicamycin response over DMSO baseline; AID 449763; activation, % at 10 µM;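 active means at 10 µM dose, activation of 40% or more, normalized to positive control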;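 further: 100% = tunicamycin at 10 µg/mL and 0% = DMSO alone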
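Assay system: CHO cells with stable CHOP pathway luciferase reporter; Buffer or medium: F12 plus 10% serum; Times: 16-18 h cell attachment, then 6 h compound exposure, 37 °C; Signal: luciferase luminescence; Read-out basis: percent activation relative to tunicamycin control; Control set: tunicamycin high control, DMSO low control.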
APJ ag: activates the human apelin receptor APJ; CHO-K1 APJ PathHunter beta-arrestin, luminescence; 0% DMSO wells, 100% apelin; activation, % at 20 µM; actives 0.11% (n = 330,000); AID 2520;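 active means activation more than six SD over the plate average, tested at 20 µM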;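 further: 0% = DMSO alone and 100% = apelin-13 at 10 nM; some results filed as inactive read as strong as hits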
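Test system: CHO-K1 APJ beta-arrestin complementation cell line. Amount: cell density 1000 per well. Controls: DMSO negative, 10 nM Apelin-13 positive. Signal: luminescent beta-gal fragment complementation, chemiluminescent substrate. Read-out basis: agonist-driven arrestin binding to APJ. Timing: compound stimulation 90 min at 25 °C, detection 60 min.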
tim23-1 inh: growth inhibitors of tim23-1 mutant yeast | S. cerevisiae tim23-1 growth, BacTiter-Glo luminescence, 24 h | actives 1.3% (n = 330,000) | inhibition, % at 20 µM | AID 463212;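 active means growth inhibition of the mutant yeast at or above 50%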;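 further: temperature-sensitive mutant grown at 25 °C; plate controls were DMSO-treated mutant yeast for no effect and medium wells lacking yeast for full effect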
CCR6 antag: CCR6 (human) receptor antagonism; P51684; CHO-K1 CCR6 PathHunter beta-arrestin, luminescence, CCL20-stimulated; inhibition, % at 20 µM; actives 0.49% (n = 340,000);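 active means compounds whose inhibition of the agonist-driven luminescence signal at 20 µM reaches about 50%, limit read from the data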;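 further: cells stimulated with CCL20 at 14 nM final; plate controls were DMSO with CCL20 for no effect and DMSO without agonist for full effect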
Starred values were filed as active, the others as inactive; . = not tested or not shown.

SMILES	APJ antag	Mdm2-MdmX inh	EBI2 block	CXCR6 block	XBP1 UPR activ	CHOP UPR activ	APJ ag	tim23-1 inh	CCR6 antag
CCn1cc(C(=O)N2CCn3c(nc4ccccc43)C2)c(=O)c2ccc(C)nc21	8	-4	-6	-5	-1	0.2	0	3	5
COCCn1c(SCC(=O)N2CC(=O)Nc3ccccc32)nc2ccccc21	9	-1	-2	-18	-4	3.0	-4	0	2
Cc1ccnc(SCC(=O)Nc2sc3c(c2C#N)CCCC3)n1	1	-1	12	-5	2	3.0	3	-10	17
O=S(=O)(c1ccc(SCc2ccc(Br)cc2)nc1)N1CCCCC1	-43	2	14	9	-1	-0.9	-3	4	28
CCc1ccccc1NC(=O)CSc1n[nH]c(-c2cccnc2)n1	6	18	7	4	6	1.4	0	2	12
O=C(NCc1cccs1)c1ccccc1F	26	1	-1	5	3	-0.8	-1	-9	12
CCOc1ccc(C(C)(C)C)cc1S(=O)(=O)n1nc(C)cc1C	13	-15	5	-4	-2	-1.9	-1	54*	3
CCOC(=O)CNc1ccc(C(=O)OCC)cc1[N+](=O)[O-]	14	6	-3	9	-1	0.1	6	2	2
Cc1ccc(-c2nc3s/c(=C\c4ccco4)c(=O)n3n2)cc1	10	5	-2	4	4	-1.6	-4	32	5
CC12CCC(C(=O)N(CSC(=S)N/N=C\c3ccccc3)C1=O)C2(C)C (stereo unspecified)	-19	-4	-6	3	-2	-2.8	12	5	14
O=C(NCc1cccnc1)c1ccc(Cl)c(S(=O)(=O)N2CCCCCC2)c1	15	19	-2	-8	-2	-0.8	-1	-7	19
Cn1c(N)c(C(=O)COC(=O)CCCOc2ccc(Cl)cc2Cl)c(=O)n(C)c1=O	2	16	-13	-7	-1	-0.4	-4	20	12
CCCCn1nc(C(=O)Nc2nc3c(s2)CCCC3)c2ccccc2c1=O	5	42	-3	-2	14	0.8	-2	45	6
CCN(CC)S(=O)(=O)c1cc(NC(=O)c2cc([N+](=O)[O-])ccc2N2CCOCC2)ccc1C	-6	31	7	10	-4	-0.3	0	12	30
CCOc1ccc(NC(=S)N(CCOC)C(C)c2ccco2)cc1 (stereo unspecified)	3	23	55*	9	-3	0.3	-2	30	10
CN(Cc1ccccc1N1CCCC1)C(=O)c1cc2cc(Cl)ccc2o1	3	29	7	-2	-2	0.0	-3	30	23
Clc1ccc(CN2CCSCC2)c(Cl)c1	-13	8	-1	-9	-2	0.2	-1	-8	10
COc1ccc(N2CCN(C(=O)c3cccc(Cn4cc(Cl)cn4)c3)CC2)cc1	0	17	-1	-8	-2	-1.9	-2	43	-5
Cc1csc2nc(CNS(=O)(=O)c3ccc(-c4ccccc4)cc3)cn12	4	26	1	-3	-3	0.3	-1	14	12
Cc1cc(NC(=O)C2CCCN(S(=O)(=O)c3cnc[nH]3)C2)ccc1Br (stereo unspecified)	-5	12	-4	3	-4	0.5	6	15	-3
CCCCNC(=S)N(C)/N=C/c1sc(N2CCCCC2)nc1-c1cccs1	20	19	.	.	1	-0.6	-3	16	.
COc1ccc(C2N=C(c3ccccc3)C(C)(C)N2O)cc1OC (stereo unspecified)	33	-1	-1	28	-1	1.6	-10	9	25
CCOC(=O)CN1C(=O)C(=O)N(Cc2c(F)cccc2Cl)C1=O	6	-17	-9	4	4	-0.4	-1	13	1
O=C(O)COc1ccccc1/C=N/NC(=O)c1cc(-c2ccc(F)cc2)nc2ccccc12	1	3	3	-15	-2	-0.7	-4	31	10

Four entries from above, in markdown.
| Molecule | APJ antag | Mdm2-MdmX inh | EBI2 block | CXCR6 block | XBP1 UPR activ | CHOP UPR activ | APJ ag | tim23-1 inh | CCR6 antag |
| --- | --- | --- | --- | --- | --- | --- | --- | --- | --- |
| CCCCn1nc(C(=O)Nc2nc3c(s2)CCCC3)c2ccccc2c1=O | 5 | 42 | -3 | -2 | 14 | 0.8 | -2 | 45 | 6 |
| CCN(CC)S(=O)(=O)c1cc(NC(=O)c2cc([N+](=O)[O-])ccc2N2CCOCC2)ccc1C | -6 | 31 | 7 | 10 | -4 | -0.3 | 0 | 12 | 30 |
| CCOc1ccc(NC(=S)N(CCOC)C(C)c2ccco2)cc1 (stereo unspecified) | 3 | 23 | 55* | 9 | -3 | 0.3 | -2 | 30 | 10 |
| CN(Cc1ccccc1N1CCCC1)C(=O)c1cc2cc(Cl)ccc2o1 | 3 | 29 | 7 | -2 | -2 | 0.0 | -3 | 30 | 23 |

The list continues:
SMILES	APJ antag	Mdm2-MdmX inh	EBI2 block	CXCR6 block	XBP1 UPR activ	CHOP UPR activ	APJ ag	tim23-1 inh	CCR6 antag
C=CCN(c1ccccc1C(=O)O)S(=O)(=O)c1ccc(NC(=O)OC)cc1	-21	3	14	-7	-2	-0.2	-4	-2	-1
CC(=O)c1cc2c(cc1NC(=O)CCC1CCCC1)OCO2	11	10	.	.	2	2.9	-3	27	.
C/C(=N\Nc1ncc(Cl)cc1Cl)c1ccc2c(c1)OCO2	8	-13	-18	-9	-2	4.4	-3	3	7
CC1CCc2nn(CC(=O)NC3CCCC(C)C3C)cc2C1 (stereo unspecified)	-50	13	-4	-5	-3	-1.7	-3	11	14
O=C(Nc1cccc2[nH]ncc12)c1ccc(F)cc1	2	60*	-18	3	2	-0.7	-3	1	-3
O=C(NCCCN1CCOCC1)c1ccc2c(c1)N(Cc1c(F)cccc1Cl)C(=O)c1ccccc1S2	10	35	-2	12	-6	0.8	-3	-3	17
CCc1cc2cc3c(cc2nc1SCC(=O)Nc1cc(OC)c(OC)cc1C(=O)O)OCO3	7	15	.	.	-3	-2.1	2	13	.
CCOC(=O)N1CCN(C(=O)c2nn(C)c3c2CSc2ccccc2-3)CC1	4	11	28	-2	3	3.4	0	12	5
Nc1cccn2c(-c3ccc(Cl)c(Cl)c3)cnc12	33	-139	8	-7	-3	10	-9	18	-18
COc1ccccc1N1CCN(C(=O)c2ccc(-c3ccccc3)cc2)CC1	11	-18	74*	-3	-1	0.3	0	31	12
COc1ccc(/C=C(\NC(=O)c2ccc(OC)cc2)C(=O)Nc2ccccc2C(=O)O)cc1	17	-7	-9	-5	0	-1.4	-1	1	1
Cc1ccc(C(=O)OCC(=O)Nc2ccccc2N2CCOCC2)cc1	10	-2	2	9	-1	-1.3	0	8	-14
CC(C)OCCCn1c(SC(C)C(=O)NCC2CCCO2)nc2cc(Cl)ccc2c1=O (stereo unspecified)	18	4	11	8	-2	0.9	-5	19	15
CC(C)C12CN3CC(C(C)C)(CN(C1)C31C(=O)Nc3ccccc31)C2=O (stereo unspecified)	9	15	-2	-1	0	2.4	-5	16	2
CCCCCOc1ccc(CSC2=NCCN2)cc1[N+](=O)[O-]	10	-10	5	1	5	0.5	-2	20	17
Cc1ccc(-n2ncc3c(SCC(=O)Nc4cc(C)on4)ncnc32)c(C)c1	-7	0	1	-6	-3	0.6	2	-4	0
N#Cc1ccc(Oc2cccc3cccnc23)c([N+](=O)[O-])c1	-22	-12	21	-6	-1	0.2	0	26	8
O=C1CC(c2ccccc2)c2ccc(O)cc2O1 (stereo unspecified)	6	8	-5	4	1	-1.3	3	3	-6
CC1CC(O)(CC(O)(c2ccccc2)c2ccccc2)C(C)CN1C (stereo unspecified)	6	-11	0	-4	5	0.8	-2	12	13
COc1cc(C(=O)NCC2CCCO2)ccc1OCc1ccccc1 (stereo unspecified)	8	2	-11	4	-3	1.0	-3	9	-3
O=C(COc1ccccc1)Nc1cc2c3c(c1)CC(=O)N3CCC2	18	-17	-6	2	3	2.1	-7	0	0
CSCCNC(=O)Nc1c(-c2c(Cl)cccc2Cl)noc1C	-9	-7	-11	-10	-1	-0.3	-2	8	-4
NC1=NC(=O)/C(=C/c2ccccc2OCC(=O)Nc2ccc(F)cc2)S1	4	-2	-10	3	-2	-0.5	-1	-16	-2
O=C(O)c1ccc(NC(=O)c2ccc(COc3ccc(Cl)cc3)o2)cc1	0	6	-9	-2	-1	2.5	-1	7	5
CC(C)(C)NC(=O)CC(CC(=O)O)c1ccccc1 (stereo unspecified)	12	6	0	3	2	0.8	-2	-18	17
O=C(O)c1cccc(-c2nnn(Cc3ccccc3)n2)c1	-2	-71	-10	4	-4	-3.4	-3	6	8
COc1cc(/C=N/Nc2ccnc(=O)[nH]2)ccc1O	6	-9	1	1	-4	1.6	-1	0	10
CCCCN(C(=O)c1cc(-c2ccncc2)nc2ccccc12)c1c(N)n(CC(C)C)c(=O)[nH]c1=O	2	-6	-12	-2	0	0.1	-1	3	14
CC(c1ccccc1)N1CCc2[nH]c(=S)[nH]c(=O)c2C1 (stereo unspecified)	-6	16	-11	-1	-2	-0.8	-3	0	-11
Nc1cccc(CP(=O)(c2ccccc2)c2ccccc2)c1	6	-12	-9	7	0	1.7	-3	7	4
CCN(C(=O)c1ccc2c(c1)OCO2)C1CCS(=O)(=O)C1 (stereo unspecified)	9	6	-9	5	4	-0.7	-5	3	2
N#Cc1nc(COc2ccccc2)oc1N1CCCCC1	12	-15	21	2	-1	3.3	-1	24	19
CC(=O)c1ccc(OC(=O)Cc2cccc3ccccc23)cc1	-1	20	1	2	-2	0.5	-3	43	21
COc1ccc2cc(S(=O)(=O)NCc3cccnc3)ccc2c1	4	24	4	2	-3	0.2	0	2	9
COC(=O)CCCNC(=O)CC1C(=O)NCCN1Cc1ccoc1 (stereo unspecified)	0	20	-8	9	0	-1.1	-2	0	8
Cc1c(O)ccc(NS(=O)(=O)c2ccccc2)c1C	-20	0	2	-22	0	-2.7	1	6	-11
Cc1ccc(C(C(=O)NC2CCCC2)N(C(=O)c2csnn2)C2CCCC2)o1 (stereo unspecified)	15	-16	13	4	-1	0.1	-1	17	0
CCOc1ccc(NC(=O)NC(C)CC)cc1 (stereo unspecified)	20	-4	0	1	-2	0.6	-1	17	21
O=C(Cc1cccc(C(F)(F)F)c1)NCC(=O)Nc1cc(Cl)ccc1Cl	-4	35	13	3	0	0.0	0	4	4
CCN1CCN(c2oc(COc3ccc(Cl)cc3)nc2C#N)CC1	5	3	10	-3	-2	2.3	-2	6	22
N#Cc1cncc(-c2ccc3c(c2)OCCOCCOCCOCCOCCO3)n1	-2	9	-7	8	-3	-0.8	1	-1	-1
COc1ccccc1NC(=O)Cn1cnc2c(cnn2-c2ccccc2)c1=O	-33	2	7	-4	1	-3.1	-3	-21	3
O=C(Nc1ccc(Cl)cc1)c1nc[nH]c1C(=O)NCCCNC(=O)c1[nH]cnc1C(=O)Nc1ccc(Cl)cc1	10	97*	.	.	14	16	1	28	.
COC(=O)c1c(NC(=O)Cc2cccs2)sc(C(=O)NC2CCCCC2)c1C	-2	55*	5	2	17	-0.9	12	3	9
CC(C)(C)C1CCC(C(=O)OCC(=O)N2CCOCC2)CC1 (stereo unspecified)	8	0	2	11	-1	0.4	-7	8	2
CCOC(=O)c1ccccc1-n1c(C)cc(C2N=C(N)Nc3nc4ccccc4n32)c1C (stereo unspecified)	0	-16	-20	11	-3	-1.3	-4	13	16

The list is partial. The share of hits here may be higher or lower than overall.
